HP1b chromo inh – HTS for Inhibitors of HP1-beta Chromodomain Interactions with Methylated Histone Tails. actives 0.56% (n = 390,000). AlphaScreen HP1-beta / biotin-H3K9me3 peptide binding. Potency, µM (series often up to 114 µM), without a hit: top-dose activity change, negative = inhibition, most hits filed as inhibitors. AID 540317, 2011. Chromobox protein homolog 1 (Homo sapiens), P83916; also: potency is read from the fitted curve at half-maximal effect; nearly all actives have a fitted effect of over 70% in size; inactives centre near 23
Target sequence (P83916 whole entry, looked up): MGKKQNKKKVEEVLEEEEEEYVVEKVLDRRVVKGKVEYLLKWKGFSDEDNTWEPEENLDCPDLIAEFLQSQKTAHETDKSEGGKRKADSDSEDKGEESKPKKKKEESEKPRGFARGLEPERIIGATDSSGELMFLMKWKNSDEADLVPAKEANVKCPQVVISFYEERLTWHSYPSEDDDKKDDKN
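AlphaScreen: HP1-beta (50 nM) preformed 30 min with biotin-H3(1-18)K9me3 peptide (50 nM) in PBS pH 7.4, 0.01% Tween-20. Compound added for 30 min at RT, then streptavidin donor/nickel chelate acceptor beads (10 ug/mL) for 30 min.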
Pin1 inh – qHTS Assay to Find Inhibitors of Pin1; Pin1 FP peptide displacement, HiFluor488, 10 min; Peptidyl-prolyl cis-trans isomerase NIMA-interacting 1 (Homo sapiens), Q13526; actives 0.009% (n = 390,000); Potency, µM (top dose mostly 115 µM), inactives show top-dose activity, negative = inhibition, hits mostly inhibitors; active = well fitted inhibition curve with a large enough effect in the polarisation, with a control signal flat, not every such curve was filed as active; inconclusive = small, poorly fitted or top-dose-only effect, or effect the other way, or a change in a side signal; inactive = no such curve, though single readings can be large or run the other way; the % refers to the polarisation; also: potency is read from the fitted curve at half-maximal effect; % is scaled to controls: 0 for no effect and ±100 for the full control effect
PGK inhibitor – qHTS Assay to Find Inhibitors of Phosphoglycerate Kinase | Potency, µM (series often up to 57.5 µM), for the others: at the top dose activity change, negative = inhibition, actives largely listed as inhibitors | PGK/GAPDH coupled, Kinase-Glo luminescence, 60 min | actives 0.043% (n = 380,000) | Phosphoglycerate kinase, glycosomal (Trypanosoma brucei brucei), P07378 | AID 602233, 2012; also: potency is read from the fitted curve at half-maximal effect; % is scaled to controls: 0 for no effect and ±100 for the full control effect; nearly all actives have a fitted effect of over 60% in size
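Recombinant glycosomal PGK reaction used 1,3-bisphosphoglycerate generated in-well by GAPDH (100nM final) in 100mM TEA pH 7.6, 5mM MgCl2, 0.01% Tween-20. After 60 minutes at room temperature, ATP was read by Kinase-Glo Plus luminescence end-point.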
ERG-DNA inh – qHTS for Small Molecule Inhibitors of the ERG Ets/DNA interaction. Potency, µM (highest dose often 76.9 µM), for inactives: top-dose FP activity, negative = inhibition, usual class: inhibitors. Transcriptional regulator ERG (Homo sapiens), P11308. fluorescence polarization, His-ERG Ets domain / labelled DNA. AID 624246, 2012. actives 0.028% (n = 370,000); active = well fitted inhibition curve with a large enough effect in the polarisation, with a control signal flat; inconclusive = small, poorly fitted or top-dose-only effect, or effect the other way, or a change in a side signal; inactive = no such curve, though single readings can be large or run the other way; the % refers to the polarisation;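 also: polarization taken with two DNA probes labelled with fluorescein and Texas red; potency is read from the fitted curve at half-maximal effect; % of control where 0% means no effect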
Target sequence (P11308 whole entry, looked up, the tested form may be a part): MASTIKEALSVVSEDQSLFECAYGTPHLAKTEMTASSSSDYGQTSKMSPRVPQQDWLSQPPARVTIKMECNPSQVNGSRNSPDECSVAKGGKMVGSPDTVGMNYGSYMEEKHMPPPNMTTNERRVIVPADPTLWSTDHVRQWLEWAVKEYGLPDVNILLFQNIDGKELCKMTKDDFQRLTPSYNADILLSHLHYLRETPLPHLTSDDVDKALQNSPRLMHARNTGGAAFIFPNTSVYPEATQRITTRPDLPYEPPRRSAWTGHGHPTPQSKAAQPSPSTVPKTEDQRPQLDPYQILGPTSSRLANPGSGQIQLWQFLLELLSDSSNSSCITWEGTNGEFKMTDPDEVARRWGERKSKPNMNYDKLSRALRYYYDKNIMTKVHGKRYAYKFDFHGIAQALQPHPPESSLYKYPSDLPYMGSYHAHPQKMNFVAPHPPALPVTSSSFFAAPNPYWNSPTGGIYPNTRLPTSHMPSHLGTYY
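His-tagged ERG Ets domain (1 uM in the protein solution; 300mM KCl, 50mM Tris-HCl, 1mM EDTA, 1mM DTT, pH 7.5) received compound, then a probe mix of 5 nM fluorescein-DNA and 100nM Texas-615-DNA. Fluorescence polarization was read for both dyes.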
G9a inh – qHTS Assay for Inhibitors of Histone Lysine Methyltransferase G9a; G9a H3K9 monomethylation, AlphaScreen, 2 h; Potency, µM (series often up to 102 µM), inactives show top-dose activity, negative = inhibition, hits mostly inhibitors; actives 8.8% (n = 350,000); AID 504332, 2011; also: potency is read from the fitted curve at half-maximal effect; % is scaled to controls: 0 for no effect and ±100 for the full control effect; nearly all actives have a fitted effect of over 75% in size
Target sequence (Q96KQ7 913-1193 limits assumed): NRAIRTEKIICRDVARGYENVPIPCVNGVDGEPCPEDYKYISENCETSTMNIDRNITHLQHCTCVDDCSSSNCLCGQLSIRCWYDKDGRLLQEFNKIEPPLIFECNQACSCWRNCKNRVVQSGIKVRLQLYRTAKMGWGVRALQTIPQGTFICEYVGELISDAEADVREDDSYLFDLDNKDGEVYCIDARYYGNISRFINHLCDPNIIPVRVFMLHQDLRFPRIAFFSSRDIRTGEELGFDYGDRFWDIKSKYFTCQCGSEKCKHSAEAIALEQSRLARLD
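AlphaScreen read-out: biotin-H3K9 peptide (500 nM) methylation by 20 nM enzyme with 20 uM SAM, 2 h at room temperature after 15 min compound preincubation; anti-monomethyl H3K9 antibody plus donor/acceptor beads, 10 min dark.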
BAZ2B inh – qHTS Assay for Inhibitors of BAZ2B; Bromodomain adjacent to zinc finger domain protein 2B (Homo sapiens), Q9UIF8; AlphaScreen BAZ2B-H3K14Ac peptide displacement; Potency, µM (top dose mostly 114 µM), for the others: top-dose activity change, negative = inhibition, usual class: inhibitors; actives 4.4% (n = 360,000); also: potency is read from the fitted curve at half-maximal effect; % is scaled to controls: 0 for no effect and ±100 for the full control effect; nearly all actives have a fitted effect of over 60% in size
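BAZ2B (50 nM) with biotin-H3(5-23)K14Ac peptide (50 nM) in PBS pH 7.4, 0.01% Tween-20, preformed 30 min, then compound 30 min at room temperature; top concentration 110uM. AlphaScreen streptavidin donor/nickel chelate acceptor beads (10 ug/mL final), 20 min dark, signal read.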
JMJD2A Tudor – qHTS Assay for Inhibitors of JMJD2A-Tudor Domain | actives 4.4% (n = 390,000) | AID 504339, 2011 | Lysine-specific demethylase 4A (Homo sapiens), O75164 | Potency, µM (titrated, usually from 114 µM), without a hit: top-dose activity change, negative = inhibition, actives largely listed as inhibitors | AlphaScreen JMJD2A-Tudor / H3K4me3 peptide binding; also: potency is read from the fitted curve at half-maximal effect; % is scaled to controls: 0 for no effect and ±100 for the full control effect; nearly all actives have a fitted effect of over 50% in size
PI4K2A block – qHTS for small molecular inhibitors of PI4K2A; Phosphatidylinositol 4-kinase type 2-alpha (Homo sapiens), Q9BTU6; purified PI4K2A, ADP-Glo luminescence, 1 h; hits give low values; activity change, negative = inhibition, % at 76.9 µM; actives 0.13% (n = 420,000); AID 1346378, 2018; in the data active = activity change below about -50%; inconclusive = mostly about -30% to -49%;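 also: -100% = wells without enzyme as full effect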
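Compounds are screened against recombinant PI4K2A using PI as substrate and ATP, the latter dispensed at 300 microM. Reactions run one hour at ambient temperature before ADP-Glo detection; full inhibition defined by wells lacking enzyme.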
GLS inh – qHTS for Inhibitors of Glutaminase (GLS); Glutaminase kidney isoform, mitochondrial (Homo sapiens), O94925; GLS enzymatic activity, qHTS titration; Potency, µM (titrated, usually from 45.5 µM), inactives show at the highest dose activity change, negative = inhibition, hits mostly inhibitors; actives 0.21% (n = 410,000); also: potency is read from the fitted curve at half-maximal effect; % is scaled to controls: 0 for no effect and ±100 for the full control effect
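Glutamate formation by hKGA was monitored fluorometrically using coupled glutamate oxidase, HRP and Amplex Red. Substrate was added as 1 mM L-glutamine solution; incubation was 30 min at RT after an initial read.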
* hit, by the source's call; i = inactive; ? = inconclusive; nt = no result given; [ ] = dose if it differs, or a comment. Unless noted, calls follow the shape of the dose curve; as a rule, active = well fitted curve in the direction sought with a large enough effect; inconclusive = small, poorly fitted or top-dose-only effect, or another doubt; inactive = no such curve, though single readings can be large; an effect the other way counts as inactive or inconclusive. Not a hit list, and some 11% of all compounds hit somewhere here.

SMILES	HP1b chromo inh	Pin1 inh	PGK inhibitor	ERG-DNA inh	G9a inh	BAZ2B inh	JMJD2A Tudor	PI4K2A block	GLS inh
Cc1c(CCC(=O)O)c(=O)oc2cc3occ(-c4ccc(Br)cc4)c3cc12	?	-1%	-1%	2%	?	-21%	-23%	-7	9%
CCOc1cc(C(=O)NC(C)CCc2ccccc2)cc(OCC)c1OCC (stereo unspecified)	39%	-8%	-4%	0%	14%[59 µM]	6%	4%	3	-2%
O=c1ccnc(S/C=C/c2ccccc2)[nH]1	53%[activator]	4%	nt	0%	-24%[12.7 µM]	24%	-9%	-1	3%
Cc1cc(CNC(=O)C2CCC(=O)N(CCc3ccc(Cl)cc3)C2)no1 (stereo unspecified)	22%	-11%	0%	7%	49%	1%	-6%	0	-1%
CCN(CC(=O)Nc1ccccc1C(F)(F)F)C(=O)CSCC(=O)Nc1cc(C)on1	19%	7%	6%	0%	-29%	?	-8%	-6	11%
CCOCCCNC(=O)c1ccc(NC(=O)N2CCCCc3ccccc32)cc1	25%	1%	i	-5%	13%[59 µM]	-3%	-9%	-2	2%
Clc1ccc(Nc2nc3cccnc3s2)cc1	11%	0%	-3%	2%	?	-33%	-14%	-4	11%
O=C(Nc1nncs1)c1ccc2c(c1)OCO2	19%	-3%	-1%	7%	50µM*	-3%	2%	0	-4%
O=C(O)/C(=C\c1ccc(Br)cc1)c1ccc(S(=O)(=O)N2CCCCC2)s1	10%	1%	-11%	2%	-9%[59 µM]	?	-31%	3	-9%
CCCc1nnc(-c2cc(OC)c(OC)c(OC)c2)o1	36%	0%	-6%	-8%	-7%[59 µM]	9%	0%	-6	-4%
Cn1c(=O)[nH]c(=O)c2c1ncn2CCN1CCOCC1	12%	-7%	-5%	9%	21%[59 µM]	-5%	4%	0	9%
Cc1ccc(S(=O)(=O)NCC(=O)NCC(=O)OC(C(=O)NC(N)=O)C(C)C)cc1C (stereo unspecified)	36%	-4%	8%	?	10%	-15%	6%	-3	-2%
COCCn1c(C)cc(C(=O)COC(=O)c2cncc(Br)c2)c1C	-1%	-5%	0%	-1%	?	?	-19%	-2	-1%
CCOc1ccc(Nc2nnc(SCc3nc4ccccc4c(=O)[nH]3)s2)cc1	36%	24%	-1%	4%	?	-21%	-12%	3	1%
CC(=O)Nc1nonc1-c1nnc(SCC(=O)Nc2ccc(C)cc2)n1-c1ccccc1	50%[activator]	46%[activator]	-16%	2%	-4%[59 µM]	?	-2%	0	-10%
O=C(Nc1cccc2c1C(=O)NC2=O)c1ccc(S(=O)(=O)N2CCCC2)cc1	72%	nt	-1%	3%	-6%	22%	-8%	2	11%
O=C(CC1(C(F)(F)F)OCCO1)Nc1ccc2c(c1)OCO2	19%	-5%	nt	nt	2%[59 µM]	12%	-9%	-1	0%
CCCNC(=O)c1ccc(OC)cc1OC	13%	-7%	-1%	7%	-4%	6%	-14%	-5	11%
NC(=O)c1sc2nc(-c3cccnc3)ccc2c1N	35%[activator]	-1%	5%	10%	10µM*	-28%	-17%	-4	16%
CN(C)S(=O)(=O)N1CCN(c2ccc([N+](=O)[O-])cc2)CC1	15%	0%	1%	-12%	-3%	-22%	-15%	0	1%
Cc1cc(=O)c(C(=O)Nc2cccc(N3CCCC3=O)c2)nn1-c1ccccc1F	31%	-1%	-8%	-2%	8%[12.7 µM]	-1%	-13%	1	-1%
CCCCOc1ccc(C2=NC(c3ccccc3)=Nc3ccc(OC)cc3N2)cc1	12%	?	nt	1%	-26%[59 µM]	-20%	-24%	-1	-4%
CCOC(=O)c1c(C)[nH]c(CCC(=O)Nc2ccc(C)c(F)c2)c1C	22%[57 µM]	-2%	9%	2%	7%[59 µM]	0%	-1%	0	-10%
O=C1OC(c2ccc3c(c2)OCO3)N(C(=O)c2ccc(Cl)c(Cl)c2)c2ccccc21 (stereo unspecified)	60%[activator]	-4%	i	-6%	1%[12.7 µM]	2%	-10%[11.4 µM]	0	-21%
COC(=O)COc1cc(C)cc2oc(=O)c(CC(=O)OC)c(C)c12	12%	-2%	1%	3%	9%[59 µM]	-4%	-8%	1	5%

Part of the list above in another layout.
Structure | HP1b chromo inh | Pin1 inh | PGK inhibitor | ERG-DNA inh | G9a inh | BAZ2B inh | JMJD2A Tudor | PI4K2A block | GLS inh
CC(=O)Nc1nonc1-c1nnc(SCC(=O)Nc2ccc(C)cc2)n1-c1ccccc1 | 50%[activator] | 46%[activator] | -16% | 2% | -4%[59 µM] | ? | -2% | 0 | -10%
O=C(Nc1cccc2c1C(=O)NC2=O)c1ccc(S(=O)(=O)N2CCCC2)cc1 | 72% | nt | -1% | 3% | -6% | 22% | -8% | 2 | 11%
O=C(CC1(C(F)(F)F)OCCO1)Nc1ccc2c(c1)OCO2 | 19% | -5% | nt | nt | 2%[59 µM] | 12% | -9% | -1 | 0%
CCCNC(=O)c1ccc(OC)cc1OC | 13% | -7% | -1% | 7% | -4% | 6% | -14% | -5 | 11%
NC(=O)c1sc2nc(-c3cccnc3)ccc2c1N | 35%[activator] | -1% | 5% | 10% | 10µM* | -28% | -17% | -4 | 16%
CN(C)S(=O)(=O)N1CCN(c2ccc([N+](=O)[O-])cc2)CC1 | 15% | 0% | 1% | -12% | -3% | -22% | -15% | 0 | 1%

Carrying on.
SMILES	HP1b chromo inh	Pin1 inh	PGK inhibitor	ERG-DNA inh	G9a inh	BAZ2B inh	JMJD2A Tudor	PI4K2A block	GLS inh
CCOC(=O)C1CCN(S(=O)(=O)c2ccccc2[N+](=O)[O-])CC1	28%	-10%	-6%	-14%	nt	nt	-17%	-2	9%
COc1ccc(C(=O)Nc2ccccc2N2CCOCC2)cc1[N+](=O)[O-]	13%	1%	-7%	3%	1%[59 µM]	-4%	-21%	3	12%
O=C(CSc1nnc(Nc2ccccc2F)s1)c1cc2ccccc2o1	?	45%[activator]	-7%	0%	7.9µM*	-11%	-32%	3	12%
c1ccc(CCc2ccccc2-c2nc(-c3ccccn3)no2)cc1	196%	-5%	15%	-1%	88%[activator][59 µM]	115%[activator]	86%[activator]	-6	7%
COc1ccccc1N1CCN(CCCC(=O)c2ccc(F)cc2)CC1	24%	1%	7%	-9%	0%	1%	-17%	0	10%
COc1ccc(C(C#N)N2N=C(C)CC2(C)C)cc1OC (stereo unspecified)	0%	1%	0%	4%	-7%[59 µM]	7%	-2%[11.4 µM]	-6	-1%
COc1ccc(NC(=O)C2CCC(CNc3c(N4CCCCC4)c(=O)c3=O)CC2)c(OC)c1 (stereo unspecified)	17%	-3%	-3%	-1%	nt	-15%	-7%	0	30%
O=C(Cn1ncc2c([nH]c3ccccc32)c1=O)N1CCOCC1	38%	1%	i	-4%	-1%[59 µM]	-3%	-8%	0	2%
CCN(CC)C(=O)c1cnn(-c2ccccc2)c1NC(=O)c1cccs1	22%	-12%	-2%	-2%	13%[59 µM]	0%	-13%	-12	3%
CCn1c2ccc(/C(C)=N\O)cc2c2cc(/C(C)=N\O)ccc21	-10%	16%	-6%	-1%	16%[59 µM]	-6%	-21%[11.4 µM]	-4	-8%
Cc1cc(=O)[nH]c(Cc2ccc(OC(C)C)cc2)n1	30%	4%	i	nt	-11%	-5%	-20%	-4	-2%
COc1ccc(-c2ccc(OC(=O)NC3CCS(=O)(=O)C3)cc2)cc1 (stereo unspecified)	32%	-3%	-3%	-3%	nt	2%	-14%	0	?
Cc1ccc(S(=O)(=O)/N=C(/NC(=S)Nc2ccccc2)c2ccccc2)cc1	-10%	-7%	-6%	-1%	?	6%	-13%	-3	2%
O=C(Nc1c2c(nn1-c1ccc(F)cc1)CS(=O)(=O)C2)C12CC3CC(CC(C3)C1)C2	23%	-2%	-6%	0%	-30%	3%	-3%	4	-1%
O=c1c(Cl)nc2cc(Cl)ccc2n1CCNc1ncc(C(F)(F)F)cc1Cl	23%	19%	4%	-4%	-10%	-3%	?	-3	4%
CC(C)CN1C(=O)C(=O)N(CC(=O)Nc2cccc(Cl)c2Cl)C1=O	19%	7%	-1%	1%	7%[12.7 µM]	5%	-18%	-6	-7%
COc1ccc(N2CCN(S(=O)(=O)c3c(C)[nH]c(=O)[nH]c3=O)CC2)cc1	25%	?	-2%	-1%	?	0%	8%	4	32%[activator]
O=C(OCCn1cncn1)c1cc2ccccc2oc1=O	15%	6%	1%	-2%	9%	-1%	-7%	-4	0%
CCOC(=O)c1cnc(-c2ccccc2)nc1Oc1ccc(Cl)c(Cl)c1	29%	-12%	1%	2%	25%	5%	20%	2	2%

Screening data deposited in PubChem BioAssay by National Center for Advancing Translational Sciences (NCATS).
